# Compound activity: PubChem BioAssay, National Center for Advancing Translational Sciences (NCATS)
# Fluorescein fluor: compound autofluorescence in fluorescein spectral region | Compound autofluorescence, 480/540 nm, fluorescein-equivalent; stronger effect = higher value | AID 593 | max fluorescein-equivalent concentration, M | actives 0.91% (n = 59,000); in the data active = max fluorescein-equivalent concentration above about 10 nM; inconclusive = between about 1.1 nM and that limit
#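 First, buffer (100 mM Tris, pH 8.0) dispensed; second, compounds and fluorescein standards pinned in; third, 15 min room-temperature incubation; finally, imaging at ex 480 nm/em 540 nm. Fluorescence normalized against the six-point fluorescein curve.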
# Hsp90 Hop PPI: changes Hsp90-Hop TPR2A binding signal, up or down; AlphaScreen TPR2A-His6 binding biotin-Hsp90 C-terminal peptide; Potency, µM (top dose mostly 57 µM), inactives show top-dose activity change, negative = inhibition; actives 0.44% (n = 71,000); active = well fitted curve in either direction with a large enough effect; inconclusive = small, poorly fitted or top-dose-only effect, or another doubt; note: potency is the fitted concentration of half-maximal effect; % is set by controls: 0 for no effect and ±100 for the full control effect; many of its hits are not listed in these tables
# Texas Red fluor: compound fluoresces in the Texas Red spectral region | Compound fluorescence, Texas Red channel, 547/618 nm; stronger effect = higher value | max dye-equivalent concentration, M | actives 0.06% (n = 59,000); in the data active = max dye-equivalent concentration above about 10 nM; inconclusive = between about 1.1 nM and that limit
#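 Texas Red-region profiling: compounds in 100 mM Tris pH 8.0 were read at 547/618 nm after 15 min at room temperature. Intensities were normalized against a six-point Texas Red standard series to give dye-equivalent concentration.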
# HBB splice mod: modulators of hemoglobin beta chain splicing; HBB splicing reporter cell assay, activation; EGFP reporter with mutant IVS2-654 intron; response scale: normalised to 500 nM splice-correcting PNA; Potency, µM (doses to about 46.1 µM), inactives show top-dose activation, hits mostly activators; actives 0.06% (n = 65,000); AID 925; note: potency is the fitted concentration of half-maximal effect; 0% is about no effect
#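 Compounds were applied for 2 days to HeLa EGFP-654 cells, 500/well in Optimem with 2% FCS. The reporter's EGFP is disrupted by mis-splicing of beta-globin intron IVS2-654. Readout: summed well GFP fluorescence from 488 nm laser scanning; reference was 500 nM antisense […] 654 PNA.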
# ERK AVP inh: blocks ERK signaling stimulated by vasopressin | HEK293-V1b, vasopressin-stimulated pERK AlphaScreen | Potency, µM (titrated, usually from 57.5 µM), inactives show at the highest dose activity, negative = inhibition, actives largely listed as inhibitors | actives 0.99% (n = 72,000) | AID 995; note: potency is the fitted concentration of half-maximal effect; % is set by controls: 0 for no effect and ±100 for the full control effect; nearly all actives have a fitted effect of over 55% in size
#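 Overnight-seeded V1b-HEK293 cells in 1% FBS got compound, then vasopressin (25 nM final, 5 min, 37C), then lysis buffer. AlphaScreen detection of phospho-ERK; activity normalized to basal and full-stimulation controls.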
# Epigenetic mod: epigenetic modulators derepressing GFP locus in mouse cells. actives 0.09% (n = 68,000). Potency, µM (top dose mostly 46.1 µM), for inactives: top-dose GFP derepression (activation). mouse C127i GFP locus derepression, cytometry, 30 h; note: % of control where 0% means no effect
#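 Locus derepression in mouse mammary C127i cells whose integrated CMV-GFP reporter is normally silent; GFP expression after 30 h compound treatment was quantified by counting fluorescent cells.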
# FLuc inh: inhibitors of firefly luciferase; Potency, µM (top dose mostly 57.1 µM), for inactives: at the top dose activity change, negative = inhibition, usual class: inhibitors; actives 2.2% (n = 72,000); purified firefly luciferase, luminescence, 8 min; P08659; note: potency is the fitted concentration of half-maximal effect; % is set by controls: 0 for no effect and ±100 for the full control effect; nearly all actives have a fitted effect of over 40% in size
# Target sequence (P08659 whole entry, looked up): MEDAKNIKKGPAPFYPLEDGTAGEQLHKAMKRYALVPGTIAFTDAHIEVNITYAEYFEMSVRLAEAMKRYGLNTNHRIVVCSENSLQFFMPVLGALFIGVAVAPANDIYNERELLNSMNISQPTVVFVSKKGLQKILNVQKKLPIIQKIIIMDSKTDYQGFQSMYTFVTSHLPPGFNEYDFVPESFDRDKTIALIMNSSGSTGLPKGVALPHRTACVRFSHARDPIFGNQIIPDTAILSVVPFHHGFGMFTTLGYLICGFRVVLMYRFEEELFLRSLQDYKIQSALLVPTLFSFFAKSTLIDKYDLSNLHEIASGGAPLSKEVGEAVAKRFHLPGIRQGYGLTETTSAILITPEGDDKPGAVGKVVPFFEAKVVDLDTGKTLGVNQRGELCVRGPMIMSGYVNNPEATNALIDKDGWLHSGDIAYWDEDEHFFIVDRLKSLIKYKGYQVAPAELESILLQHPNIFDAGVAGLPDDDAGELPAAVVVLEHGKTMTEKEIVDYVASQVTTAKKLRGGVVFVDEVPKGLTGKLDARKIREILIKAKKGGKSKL
#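 Titration-based qHTS; buffer 50 mM imidazole pH 7.2, 50 mM KCl, 7 mM MgCl2, 10 uM ATP, 0.01% Tween 20, 0.05% BSA; luciferase/luciferin detector mix added after compound; 8 min, ambient; luminescence.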
# 4MU fluor: compound fluoresces in the 4-MU spectral region; compound autofluorescence, 340/450 nm, 4-MU equivalents; stronger effect = higher value; max dye-equivalent concentration, M; actives 11% (n = 59,000); in the data active = max dye-equivalent concentration above about 10 nM; inconclusive = mostly about 1.1 nM to 9.6 nM
#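 Intrinsic fluorescence at 340/450 nm (ex/em) was read after 15 min at room temperature in pH 8.0, 100 mM Tris. Each compound concentration expressed as 4-MU-equivalent concentration from a six-point 4-MU standard series on each plate.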
# A350 autofl: compounds fluorescent in Alexa 350 spectral region | Compound autofluorescence, 340/450 nm, Alexa 350 dye-equivalents; stronger effect = higher value | max dye-equivalent concentration, M | actives 11% (n = 59,000); in the data active = max dye-equivalent concentration above about 10 nM; inconclusive = mostly about 1.1 nM to 9.6 nM
# CRE-bla Fsk: CRE-bla signaling modulation under forskolin stimulation; actives 2.5% (n = 71,000); CHO CRE-bla reporter (cAMP response element driving beta-lactamase), forskolin EC10, beta-lactamase ratio; Potency, µM (highest dose often 38.2 µM), inactives show at the top dose activity change, negative = inhibition, actives largely listed as activators; active = well fitted activation curve with a large enough effect in the signal ratio, with a control signal flat, not every such curve was filed as active; inconclusive = small, poorly fitted or top-dose-only effect, or effect the other way, or a change in a side signal; the % refers to the signal ratio; note: potency is the fitted concentration of half-maximal effect; % of control where 0% means no effect
#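 Titrated compounds plus EC10 NKH 477 on CHO CRE-bla cells, 3 h, 37 °C. CCF4, 2 h RT. Ratio 460/530 nm → AC50.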
# UbGFP stabilizer: proteasome inhibitors stabilizing ubiquitin-GFP reporter. Ubiquitin-GFP reporter cells, proteasome inhibition, GFP fluorescence; response scale: untreated = 0%, 10 µM MG-132 = 100%. Potency, µM (top dose mostly 45.9 µM), inactives show at the highest dose activation (GFP accumulation), actives largely listed as activators. 67,000 tested, under 10 active. AID 526; active = well fitted activation curve with a large enough effect, not every such curve was filed as active; inconclusive = small, poorly fitted or top-dose-only effect, or another doubt; inactive = no such curve, though single readings can be large or run the other way; note: potency is the fitted concentration of half-maximal effect
#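 U2OS Ub(G76V)-GFP reporter; O/N plating, 0.5% FBS; cpd 46 uM–2.9 nM, 4 h, 37 °C; GFP+ cell count, 488/515 nm; norm. to basal vs 10 uM MG-132; CRC fit.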
# Numbers without * were called inactive; i = inactive; ? = inconclusive; . = no result given; [ ] = remark or other dose. Unless noted, calls come from the whole dose curve; as a rule, active = well fitted curve in the direction sought with a large enough effect; inconclusive = small, poorly fitted or top-dose-only effect, or another doubt; inactive = no such curve, though single readings can be large; an effect the other way counts as inactive or inconclusive.
# Second line of a record – FLuc inh, ERK AVP inh, Texas Red fluor, CRE-bla Fsk, A350 autofl, UbGFP stabilizer, HBB splice mod, Fluorescein fluor, 4MU fluor, Epigenetic mod, Hsp90 Hop PPI
O=S(=O)(c1ccc2nc(COc3ccccc3)[nH]c2c1)N1CCOCC1
→ -8%, 6%, ?, 9%, i, -2%, 0.0%[57.5 µM], i, i, -1%, -1%
Cc1ccccc1CN1CCN(CC(=O)NCc2ccc3c(c2)OCO3)C1=O
→ 0%, -11%, ?, -25%, i, -9%, 1.3%, i, i, 4%, -4%
CCn1c(=O)c(=O)[nH]c2cc(C(=O)Nc3ccc(S(=O)(=O)N4CCCC4)cc3)ccc21
→ 0%, 24%, ?, 2%, 4.8e-08M*, -2%, -1.4%, ?, 3.8e-08M*, 1%, 3%
CCOC(=O)c1cc(-c2ccc(C)cc2)n(CC(=O)NCc2ccco2)c1C
→ 1%, 12%, ., -2%, ., -6%, 0.2%, ., ., 0%, ?
C[C@@H]1O[C@@H](O)[C@@H](O)[C@H](O)[C@H]1O
→ 1%[11.4 µM], 9%[11.5 µM], i, 18%[7.6 µM], i, 0%[9.17 µM], 1.8%[9.22 µM], ?, i, 0%[9.22 µM], -2%[11 µM]
COc1cccc(-c2cc(C(=O)Nc3c(C)nn(Cc4ccccc4)c3C)no2)c1
→ -1%, 4%, ?, -12%, i, -10%, 12%, i, i, -2%, -4%
Cc1oc2cc(OC(C)C(=O)O)ccc2c(=O)c1Oc1ccccc1 (stereo unspecified)
→ -1%, 7%, i, -1%, i, 1%, 1.3%[57.5 µM], i, i, 0%, 0%
COc1ccc(-n2c(Cc3cccn3C)nnc2SCC(=O)Nc2ccc(F)cc2)cc1
→ 1%, ?, ., ?, ., 4%, -0.9%, ., ., ., -7%[2.3 µM]
N#Cc1ccc(COC(=O)c2ccc3c(=O)[nH]c(CN4CCOCC4)nc3c2)cc1
→ -2%, 10%, i, -10%, i, 8%, -0.3%, i, i, 1%, 2%
CCN(CC)S(=O)(=O)c1ccc2[nH]cc(C(=O)NCCN3CCCCC3C)c(=O)c2c1 (stereo unspecified)
→ 0%, -7%, ?, 13%, 1.3e-08M*, -3%, -0.6%[57.5 µM], i, ?, -2%, -4%
COC(=O)c1ccccc1NC(=O)CN1CCC(NC(=O)c2ccccc2C)CC1
→ -2%, ?, i, 11%, i, 0%, -0.2%[57.5 µM], i, i, 2%, 0%
N#Cc1c(-c2ccco2)cc(C2CC2)nc1SCC(=O)c1ccccc1
→ -4%, 8%, i, 3%, i, 12%, -0.2%, ?, i, 12%, -11%
Cc1cc(=O)[nH]c(SCc2nc3ncccn3c2Br)n1
→ 5%, -4%, i, ?, 3.3e-07M*, -3%, -1.1%, ?, 2.5e-07M*, 0%, -2%
CCOC(=O)N1CCN(C(=O)C2CCN(c3ncnc4c3sc3cccc(F)c34)CC2)CC1
→ -2%, ?, i, 6%, 1.8e-08M*, -10%, 2.7%, i, 1.8e-08M*, 0%, -1%
C=CCn1c(SCC(=O)Nc2cc(NC(C)=O)ccc2OC)nnc1-c1cccnc1
→ -1%, -6%, ?, 12%, ?, 1%, -6.4%[0.369 µM], i, ?, 0%, -3%
CCOC(=O)Nc1nc(-c2ccccc2)c(C)s1
→ 0%[11.4 µM], 1%[11.5 µM], i, ?, i, 7%[9.17 µM], 0.8%[9.22 µM], ?, i, -3%[9.22 µM], 0%[11 µM]
COc1ccc(-c2coc3ccc(O[C@@H]4O[C@@H](COC(C)=O)[C@@H](OC(C)=O)[C@@H](OC(C)=O)[C@H]4OC(C)=O)c(OC(C)=O)c3c2=O)cc1
→ 1%[11.4 µM], ., i, 10%, i, 2%, ., i, i, 0%[9.22 µM], -5%
Cc1cc(NC(=O)c2cc(C)on2)n(-c2ccccc2)n1
→ -1%, -7%, i, 27%, i, -6%, -1.5%, i, i, -2%, -1%
CCOc1ccccc1NC(=O)C1CCN(S(=O)(=O)c2c(C)noc2C)CC1
→ 1%, 8%, i, 12%, i, -11%, -4.1%, i, i, 4%, -2%
O=C(COc1ccccc1)NCCc1nc2ccccc2[nH]1
→ 1%, -21%, ., 3%, ., 8%, -0.3%[9.22 µM], ., ., 0%, 1%

# Some values from the list.
# CRE-bla Fsk with CCN(CC)S(=O)(=O)c1ccc2[nH]cc(C(=O)NCCN3CCCCC3C)c(=O)c2c1 (stereo unspecified) = 13%
# UbGFP stabilizer with COC(=O)c1ccccc1NC(=O)CN1CCC(NC(=O)c2ccccc2C)CC1 = 0%

# Additional structures follow:
# Second line of a record – FLuc inh, ERK AVP inh, Texas Red fluor, CRE-bla Fsk, A350 autofl, UbGFP stabilizer, HBB splice mod, Fluorescein fluor, 4MU fluor, Epigenetic mod, Hsp90 Hop PPI
CC1CN(Cc2nc3c(c(=O)n(C)c(=O)n3C)n2CCCc2ccccc2)CC(C)O1 (stereo unspecified)
→ 2%, -12%, ?, 11%, i, 8%, 3.1%, ?, i, -2%, -9%
CCC(=O)Nc1nc2ccc(NC(C)=O)cc2s1
→ -7%, -5%, i, 1%, i, -4%, ., ?, i, -1%, -3%
CC(C)(C)C(=O)/C=C(\N)c1ccccn1
→ 1%, 38%[activator], ., -1%, ., -17%, -0.1%[9.22 µM], ., ., 0%, ?
Cc1cnc(C)c(N2CCC(C(=O)NCc3cccs3)CC2)n1
→ 4%, -15%, i, -1%, i, 8%, ., i, i, 1%, -3%
O=C(NCc1ccco1)c1ccc(=O)[nH]n1
→ -1%[25.5 µM], ., i, ., i, ., ., i, i, 0%[20.6 µM], .
COCCn1c(C)cc(C(=O)CSc2ccc(NC(C)=O)cc2)c1C
→ -3%, -4%, ?, 7%, i, -5%, 2.1%, i, i, -2%, -3%
CCOc1ccc(/C(O)=C2/C(=O)C(=O)N(CCOCCO)C2c2ccccc2)cc1 (stereo unspecified)
→ 2%, 69%, i, 8%, i, 1%, -0.3%[57.5 µM], ?, i, 7%, ?
CCOC(=O)N1CCN(CC(=O)Nc2c(C(=O)OC)[nH]c3ccccc23)CC1
→ 4%, ?, i, 4%, i, 7%, -1.8%[1.84 µM], i, i, 0%, -2%
Cc1nc2ncnn2c(N2CCN(C(=O)Cc3cccs3)CC2)c1C
→ -1%, 7%, i, 18%, i, 0%, -0.5%[57.5 µM], ?, i, 1%, -2%
COc1ccc(N2C(=O)CC(N3CCN(c4ccccc4F)CC3)C2=O)cc1 (stereo unspecified)
→ 0%, 8%, ., -11%, ., -17%, -0.6%[9.22 µM], ., ., 4%, -2%
CCOC(=O)c1ccc(NC(=O)c2ccc(C)c(S(=O)(=O)N3CCOCC3)c2)cc1
→ -2%, 3.2µM*, ., ?, ., 3%[9.17 µM], -2.7%[0.0738 µM], ., ., -3%, -2%[11 µM]
Cn1c(=O)c2c(nc(OCc3cccnc3)n2Cc2c(F)cccc2Cl)n(C)c1=O
→ 1%, -13%, i, ?, i, -2%, -0.3%, i, i, -3%, -1%
CC1CCCCN1CCCNC(=O)C1CCN(c2nc3ccccc3o2)CC1 (stereo unspecified)
→ 3%, 2%, ., -9%, ., 10%, 0.1%, ., ., 0%, -2%
O=C(CSc1nc2ccccc2c(=O)n1Cc1ccco1)NCc1ccco1
→ -1%, 13%, i, 2%, i, -4%, ., i, i, -1%, -5%
COc1ccc2[nH]c(=O)c(CN(CC3CCCO3)C(=O)Nc3ccccc3)cc2c1 (stereo unspecified)
→ 0%, ?, i, ?, 1e-07M*, 1%, ., i, 1.1e-07M*, 3%, 0%
COc1cccc(C(c2sc3ncnn3c2O)N2CC(C)OC(C)C2)c1 (stereo unspecified)
→ -1%, ., ., ?, ., -2%, -0.8%, ., ., ., 22%
CCn1c(=O)c2c3c(sc2n(C)c1=O)CCC3
→ 2%, -26%, i, 24%, i, 0%, 2.0%[57.5 µM], ?, i, -3%, -3%
COc1cc(C(=O)Nc2nccs2)cc(OC)c1OC
→ -2%[25.5 µM], ., i, ., i, ., ., i, i, 0%[20.6 µM], .
Cc1ccccc1Cn1cc(/C=N/n2cnnc2)c2ccccc21
→ -2%, ?, ., ?, ., 3%[9.17 µM], -1.7%[0.0738 µM], ., ., 0%, -12%[11 µM]
CCOC(=O)c1sc(NCC2CCCO2)nc1C (stereo unspecified)
→ -1%, ?, i, 9%, i, 0%, 0.3%, ?, i, 2%, -5%
CCOc1cc(-c2c(C#N)c(N)nc3c2CCCC3)ccc1O
→ -1%, 17%, i, ?, 7.4e-08M*, 8%, ., i, 1e-07M*, 0%, 0%
CC(=O)Cc1ccccc1OCC(=O)O
→ 1%, -8%, i, -4%, i, 4%, 0.8%, i, i, 0%, 0%
COC(=O)c1ccc(C(=S)N2CCOCC2)cc1
→ 0%, -7%, i, 4%, ?, -9%, 9.2%, i, ?, 2%, -2%
CCC(NC(=O)NCCCn1ccnc1)(C(F)(F)F)C(F)(F)F
→ 0%, 0%, i, 16%, ?, 3%, 2.3%[1.84 µM], i, ?, -2%, 1%

# A portion of the library (hit frequency here may not be typical).
